Shn3 3UTR inh – reduction of Shn3 3'UTR firefly luciferase signal, primary screen, Schnurri-3 inhibitor project, cell-based, Clone20 osteoblasts, set 2; Clone20 osteoblast Shn3 3'UTR firefly luciferase, 24 h; inhibition, % at 12.5 µM; 360,000 tested, 0.52% active;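 active = mean inhibition of at least 75% with every replicate also reaching 75%; inconclusive = mean inhibition at least 75% but some replicate below; inactive = mean inhibition below 75%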;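 also: 0% = median of neutral control wells and 100% = pilot-screen positive control compound; some compounds past the cut are filed as inactive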
TWEAK Fn14 block – inhibitors of TWEAK-Fn14 signaling, primary screen, luciferase reporter cells, uHTS | 360,000 tested, 2% active | TWEAK-stimulated Fn14 reporter cells, luciferase luminescence, 8 h | inhibition, % at 10 µM; in the data active = inhibition above about 50%
NR2E3 ag-1 – NR2E3 agonists in two-hybrid cells, primary screen, cell-based, luminescence, CHO-S, Gal4-NCOR/VP16-NR2E3; Photoreceptor-specific nuclear receptor (Homo sapiens), Q9Y5X4; luciferase; inhibition of corepressor binding, % at 3.98 µM; 360,000 tested, 0.35% active; AID 602229, 2012;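 active = inhibition above the mean of all tested compounds plus 3 SD, cut at about 70% in these data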;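 also: 0% = DMSO with NR2E3 transfected cells and 100% = cells lacking NR2E3 construct; higher means lower luciferase signal from less NR2E3 corepressor binding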
Target sequence (Q9Y5X4 whole entry, looked up, the tested form may be a part): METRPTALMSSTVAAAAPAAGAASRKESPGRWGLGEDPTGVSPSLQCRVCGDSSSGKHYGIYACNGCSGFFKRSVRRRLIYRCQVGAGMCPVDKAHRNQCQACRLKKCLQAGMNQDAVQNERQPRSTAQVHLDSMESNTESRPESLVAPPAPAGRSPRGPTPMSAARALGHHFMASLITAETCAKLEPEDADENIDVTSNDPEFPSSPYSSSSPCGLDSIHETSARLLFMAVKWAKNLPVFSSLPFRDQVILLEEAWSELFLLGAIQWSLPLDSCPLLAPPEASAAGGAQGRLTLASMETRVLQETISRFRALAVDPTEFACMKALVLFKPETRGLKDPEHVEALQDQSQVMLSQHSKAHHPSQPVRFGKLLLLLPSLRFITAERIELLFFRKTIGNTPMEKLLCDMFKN
TROY signal inh – inhibitors of TROY-driven NF-kB signaling, primary screen, Q293 LMP1-TROYcd cells, NF-kB luciferase, uHTS | inhibition, % at 10 µM | Q293 LMP1-TROYcd NF-kB luciferase reporter, 4 h | 360,000 tested, 0.98% active;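 active = compounds whose plate-normalised and pattern-corrected inhibition of the luciferase reporter signal at the single screening dose is 50% or more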
HIF-2a inh – HIF-2a reporter inhibitors, primary screen, luminescence, 786-0 RCC cells | 786-0 RCC cells HIF-2a reporter, luciferase luminescence, overnight | inhibition, % at 18.8 µM | 360,000 tested, 0.72% active | AID 624352, 2012;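 active = inhibition of the luminescence signal of 40% or more relative to plate controls, in a single-dose primary screen at 18.75 µM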
MITF TRPM1 inh – inhibitors of MITF-dependent TRPM1 promoter reporter, primary screen, cell-based, SK-MEL-5, single point, luciferase; SK-MEL-5 TRPM1 promoter luciferase, 24 h; inhibition, % at 12.5 µM; 330,000 tested, 0.83% active;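 active = mean inhibition across replicates of 60% or more, whatever share of single replicates reaches that level; inconclusive = some that reach 60%, reason not given; inactive = mean inhibition across replicates below 60%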; also: values of inactives mirror those of a sister screen read the other way
NR2E3 ag-2 – inhibitors of NR2E3-RetCOR corepressor binding, primary screen, NR2E3 agonist project, biochemical, TR-FRET, GST-NR2E3, biotin-RetCOR; 1536-well; inhibition of corepressor binding, % at 4.78 µM; 320,000 tested, 0.12% active; AID 2300, 2010;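 active = percent inhibition above the cutoff of mean plus 3 SD of all tested compounds, set per screening campaign, cut at about 20% in these data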;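 also: 0% = DMSO wells and 100% = biotin wells as full block of FRET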
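Material: NR2E3–RetCOR corepressor complex | Quantity: 1.35 nM GST-tagged NR2E3 final | Schedule: 5 h at 4 °C | Replication: Singlicate compound wells | Reagent: RetCOR corepressor, biotinylated, 7 nM | Controls: Biotin wells as high control, 0.6% DMSO wells as low control | Signal: TR-FRET, Eu(K)-anti-GST donor, streptavidin-D2 acceptor, ex 340, em 617/671 nm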
CF NFkB block – inhibitors of PAF-induced NF-kB signaling, primary screen, cell-based, GFP fluorescence, uHTS; inhibition, % at 5 µM; KKLEB NF-kB-GFP reporter, GFP fluorescence overnight; 360,000 tested, 0.86% active; AID 588850, 2011;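 active = at least 50% inhibition at 5 µM, scaled per plate between neutral and stimulator controls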;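 also: PAF is a Pseudomonas aeruginosa culture filtrate used as stimulus; plate controls were PAF-stimulated DMSO wells for no effect and unstimulated DMSO wells for full effect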
Peg3 promoter – Peg3 promoter-driven luciferase inhibitors, primary screen, cell-based, HeLa, luciferase luminescence; inhibition, % at 20 µM; AID 588405, 2011; 360,000 tested, 1.7% active; HeLa PEG-Prom luciferase reporter, overnight;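 active = inhibition of at least 50% at 20 µM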
C8 TRAIL sens – viability loss with TRAIL in NB7+C8 cells, primary screen, TRAIL sensitizer project, cell-based, ATPlite luminescence; 360,000 tested, 1% active; inhibition (viability loss, TRAIL sensitization), % at 10 µM;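 active = compounds causing at least 50% loss of cell viability in the single-dose screen, relative to plate controls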
KKLEB tox – cytotoxicity in KKLEB CF airway cells, primary screen, cytotoxicity control for CF NF-kB inhibitor project, cell-based, uHTS, fluorescence assay plates. KKLEB CF airway cells viability, ATPlite luminescence, overnight; active compounds read low; cells stimulated with P. aeruginosa culture filtrate. activity change (cytotoxicity), % at 5 µM. 360,000 tested, 0.36% active;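 active = corrected activity change at or below -50% at 5 µM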
The depositor's hits bear a star; ? = inconclusive; nt = no result given. These rows are one share of the data (hit frequency here may not be typical).

SMILES	Shn3 3UTR inh	TWEAK Fn14 block	NR2E3 ag-1	TROY signal inh	HIF-2a inh	MITF TRPM1 inh	NR2E3 ag-2	CF NFkB block	Peg3 promoter	C8 TRAIL sens	KKLEB tox
COc1cccc(C(=O)Nc2ccccc2-c2ccccc2)c1	1	-10	2	-17	-63	-5	-3	-32	-34	-7	13
c1cnc(N2CCN(c3cnccn3)CC2)nc1	9	-3	-22	17	2	-18	-3	-2	-14	-16	6
COC(=O)CC1C(=O)NCCN1C(=O)c1ccc(Cl)cc1 (stereo not drawn)	11	15	9	14	5	-4	1	4	10	11	-4
Fc1ccc2nc(N3CCOCC3)sc2c1	-107	-7	-44	-29	-189	-61	-4	-17	-147	3	8
COc1ccccc1OCC(=O)NCC1CCCN(C(=O)c2ccccc2SC)C1 (stereo not drawn)	0	-16	-24	6	6	12	1	10	-1	9	-2
COc1ccc(-c2ccc3c(c2)c(Sc2ccccc2)c(-c2ccccc2)n3C)cc1	nt	-12	-4	3	5	nt	nt	nt	nt	8	nt
CCN(CC)CCCN1C(=O)C(=O)/C(=C(/O)c2c(C)nc3ccccn23)C1c1ccc(C)o1 (stereo not drawn)	-14	-7	-3	3	12	-6	nt	-16	7	-5	12
CC(C)(C)C(=O)Nc1cccc(-c2cc(-c3c(Cl)cccc3Cl)no2)c1	nt	-16	-30	3	10	3	-3	-17	2	5	3
COc1ccc2[nH]c3c(=O)n(CCc4ccccc4)cnc3c2c1	-29	-21	-31	-33	-72	-61	3	-4	-62	23	-1
O=C(CN1CCCC1)Nc1ccc(NC(=O)Nc2ccccc2Cl)cc1	-70	-12	-19	-8	-180	-78	3	4	-222	0	-7
COc1ccc(C(=O)N/N=C(/C)c2ccc(N3CCCCC3)cc2)cc1	-39	-11	-47	-31	-63	-30	1	-7	-84	5	7
N#Cc1c(N2CCCC(O)C2)nc(N)c2c(N)nc3c(c12)CC(=O)N3C12CC3CC(CC(C3)C1)C2 (stereo not drawn)	7	76*	6	11	36	6	3	58*	41	48	-4
C=CCNc1nc(C(=O)OCC(=O)c2ccc(C)c([N+](=O)[O-])c2)cs1	-3	-12	-8	-10	3	8	-1	25	3	3	-16
CN(C)C(=O)c1ccc(SC(=S)NCc2ccccc2)cc1	?	15	-29	20	4	nt	nt	8	85*	23	-6
O=C1CCC2(CC1)NC(=O)N(c1ccccc1)N2	-21	-8	12	3	4	-1	2	-8	-2	-6	4
CCCN(CC(=O)Nc1ccccc1C)C(=O)c1ccc(=O)n(Cc2ccccc2)n1	-1	8	15	-25	-3	3	2	-13	19	9	-7
CC(=O)Nc1ccc(OC(=O)c2cccs2)cc1	1	-2	3	-8	-13	2	1	-15	-12	-4	-4
CCN(CC(=O)Nc1c(F)cccc1F)C(=O)c1cc2c(cc1Cl)N1CCCCCC1=NS2(=O)=O	-7	-15	11	-12	30	13	-1	4	23	-6	-6
Cc1ccc(C)c(Cn2nnc3c(=O)[nH]c(C4CCCN(C(=O)C5CCCCC5)C4)nc32)c1 (stereo not drawn)	4	-14	-15	5	-20	13	5	-17	19	-26	4
CCC1(CC)Cc2ccccc2-c2nc(NCCO)[nH]c(=O)c21	-10	-12	-10	-2	5	-3	3	5	13	-1	-4
COC(=O)C1=C(C)NC(=O)CC1c1ccc(F)c(Br)c1 (stereo not drawn)	16	12	18	0	15	-2	5	6	14	12	-2
c1coc(CNc2c3c(nc4ccccc24)CCC3)c1	8	-1	9	-1	3	8	-3	-1	12	6	-1
C=CCOc1ccc(/C=C/C(=O)OCC(=O)NCC2CCCCC2)cc1	-11	-5	8	16	1	4	1	-3	-1	-35	1
NS(=O)(=O)OCCCc1ccccc1	-7	9	-5	0	7	-8	4	-1	-1	-8	2
CCOc1ccc(Cl)cc1S(=O)(=O)N1CCC(C(=O)NCc2ccccn2)CC1	7	20	0	-7	10	3	4	2	15	-5	5
Cc1cc(NC(=O)CSc2nnc(COc3ccccc3)n2Cc2ccco2)no1	5	0	1	-21	10	7	3	-16	10	8	5
O=Cc1c(NCCc2cccc(F)c2)c2ccccc2[nH]c1=O	-20	0	4	2	9	5	3	5	11	-4	-3
Cc1nc(N2CCNCC2)c2c3c(sc2n1)CCCC3	12	-4	5	24	24	6	4	26	26	5	-7
Cn1ncc([N+](=O)[O-])c1C(=O)NC1CCCCCC1	0	11	-17	9	10	11	nt	-33	23	6	24
O=C(Nc1ccccc1-c1ccccc1)NC1CC2CCCC(C1)N2CCc1ccccc1 (stereo not drawn)	-18	-10	-7	-10	18	-5	5	-16	5	0	4
N#CC(Cc1ccccc1)(Cc1ccccc1)C(=O)NN	7	7	-18	1	18	1	2	-9	12	-1	-12
COc1ccc(OC)c(CNc2c(C=O)c(=O)[nH]c3ccccc23)c1	20	-14	-33	4	15	4	4	4	19	-4	-2
O=C(C1CCCN(Cc2cccc(Cl)c2)C1)N1CCCCC1 (stereo not drawn)	25	4	-23	6	8	6	nt	4	-1	1	4
Cc1ccc(-c2csc(CC(N)=O)n2)cc1	-36	2	-14	-20	-82	0	1	11	-68	5	6
O=C(Nc1nc2ccccc2s1)c1ccc2sc([C@H]3C[C@H](O)[C@@H](CO)O3)nc2c1	-51	64*	-113	45	-277	nt	nt	-6	-101	48	-8
COc1cc(OC)c(CN2CCCN(C)CC2)cc1Br	2	8	-20	4	21	7	4	-19	5	-5	10
CC(=O)c1ccc(N2CCN(c3ccc(S(=O)(=O)N4CCN(C)CC4)cn3)CC2)cc1	30	0	-4	2	-2	11	4	-12	-5	22	-3
O=C1CNC(=S)N1Cc1ccc(F)cc1	-3	9	15	-17	12	-6	3	-10	8	16	-4
O=C(COC(=O)c1ccccc1)NCC1CCCO1 (stereo not drawn)	4	3	-10	-4	9	-3	2	-4	-20	-13	2
O=C(CSc1cc(Cl)ccc1Cl)NCC1CCCO1 (stereo not drawn)	-40	2	10	5	3	10	2	8	1	-5	10
COc1ccc(S(=O)(=O)CC(=O)c2cc3cccc(C)c3oc2=O)cc1	-13	27	7	30	15	0	3	-4	2	-6	-4
NC(COCc1ccccc1)c1csc(Nc2cc(NCCCO)ncn2)n1 (stereo not drawn)	-23	1	-3	16	15	nt	nt	-8	18	13	-10
Cc1cc(NC(=S)N(CCCN2CCN(C)CC2)Cc2ccco2)ccc1Cl	20	1	-12	0	10	7	5	1	6	10	0
Cc1nn(C)c(Cl)c1CN1CCC(CO)(CC2CCCCO2)CC1 (stereo not drawn)	-12	-28	14	1	7	0	-2	1	2	-1	1
CCOc1ccc(C(=O)Nc2ncccc2Cl)cc1	-116	-7	-30	-36	-222	-68	3	16	-228	8	-8
CC(OC(=O)c1nsc(Cl)c1Cl)C(=O)NCc1cccs1 (stereo not drawn)	-12	0	-6	5	12	11	-1	-4	1	5	2
COc1ccc(OC)c(-n2c(C)cc(/C=C3\C(=N)N4N=C(CC(=O)N5CCOCC5)SC4=NC3=O)c2C)c1	7	0	-14	-11	10	1	3	15	16	-20	8
COC(=O)C1=C(COc2ccc(F)cc2)NC(=O)NC1c1ccc(C)cc1C (stereo not drawn)	28	10	13	8	-7	7	1	-10	12	0	14
CCc1ccccc1-n1ncc(C(=O)Nc2ccc(OC)cc2)c1C	-40	-22	-80	-31	-264	-82	nt	-9	-271	8	0
CCOC(=O)C1(Cc2ccccc2)CCN(Cc2ccc(COC)o2)CC1	22	-20	-28	14	15	-9	2	7	13	-5	-6
COc1ccc(NC(=O)C/C(C)=N/NC(=O)c2ccncc2)c([N+](=O)[O-])c1	4	-26	-10	16	4	9	-2	4	9	-5	8
Cc1ccc(-c2noc(C3CCCN(C(=O)c4ccc(C(C)(C)C)cc4)C3)n2)o1 (stereo not drawn)	10	-6	45	22	6	3	7	-5	15	16	-6
CCOC(=O)Cc1csc2nc(-c3ccccc3)nn12	-30	-4	29	-5	-23	-11	0	3	-21	-4	-11
COc1cc(C)c(/C=C(\C#N)C(=O)Nc2ccc(C)cc2)cc1C(C)C	14	11	-8	-12	0	-6	3	35	16	11	-9
CN(C)c1cccc(CNC(=O)c2csc(COCCO)n2)c1	1	-3	-6	-10	0	nt	nt	18	-4	-9	-16
CNC(=O)/C(C#N)=C/c1c(N2CCN(c3ccccc3)CC2)nc2c(C)cccn2c1=O	2	-22	-1	-12	8	5	0	-20	13	-9	8
Cc1ccc(C)c(NC(=O)Cc2ccc(S(=O)(=O)N3CCCCC3)s2)c1	6	-24	-8	-1	18	9	1	-10	21	-14	8
C[C@H]1COC(=O)[C@@H](CC(=O)OC(C)(C)C)C/C=C\C[C@H](CC(=O)NCCO)C(=O)N1	-16	4	-26	6	2	-7	nt	-5	3	-1	-1
CCC(=O)Nc1ccc(Oc2ccc(NC(=O)CC)c(NC(=O)CC)c2)cc1	0	31	-2	7	3	-6	1	-5	14	-2	10
O=C1CCC(C(=O)Nc2cccc(Br)c2)N1 (stereo not drawn)	-21	10	-13	8	9	9	2	6	3	0	-11
CCc1nc2ccc(C(=O)N3CCN(c4ccc([N+](=O)[O-])cc4)CC3)cc2nc1CC	19	3	-15	24	12	16	-1	2	16	6	-3
CC(=O)N/C(=C\c1ccc(F)cc1)C(=O)NC(Cc1c[nH]c2ccccc12)C(=O)O (stereo not drawn)	-18	4	-3	-2	13	3	2	-17	-3	6	16

Part of the list above with just C8 TRAIL sens and TWEAK Fn14 block:
mol	C8 TRAIL sens	TWEAK Fn14 block
CCOC(=O)Cc1csc2nc(-c3ccccc3)nn12	-4	-4
COc1cc(C)c(/C=C(\C#N)C(=O)Nc2ccc(C)cc2)cc1C(C)C	11	11
CN(C)c1cccc(CNC(=O)c2csc(COCCO)n2)c1	-9	-3

Bioassay records (PubChem)
